Compound activity as filed in PubChem BioAssay.
TDP43 rescue – qHTS of TDP-43 Inhibitors; TDP-43 expressing yeast growth rescue, BacTiter-Glo, 24 h; Potency, µM (doses to about 46.1 µM), for the others: at the highest dose growth rescue (activation), most hits filed as activators; 410,000 tested, 1.8% active; AID 652104, 2013; also: % of control where 0% means no effect; nearly all actives have a fitted effect of over 50% in size
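Galactose-induced TDP-43 yeast, OD600=0.02, compound pinned; 24 hr, 30 deg C; BacTiter-Glo luminescence for growth. Inhibitors of TDP-43 toxicity read as activators.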
HT1080NT lethal – qHTS for induction of synthetic lethality in tumor cells producing 2HG: qHTS for the HT-1080-NT fibrosarcoma cell line; HT-1080-NT fibrosarcoma viability, CellTiter-Glo ATP luminescence, 48 h; Potency, µM (doses to about 46.1 µM), for inactives: at the highest dose activity, negative = less viability, actives largely listed as cytotoxic; 360,000 tested, 1.6% active; AID 686970, 2013;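 also: NT is the 2HG producing partner of a matched IDH1 knockdown line; 0% = DMSO-treated cells and -100% = media-only wells without cells; nearly all actives have a fitted effect of over 55% in size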
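Viability by CellTiter-Glo luminescence after 48 h compound exposure at 37C of HT-1080-NT cells (750/well, RPMI, 5% FBS). % activity scaled between DMSO wells and medium-only wells, then curve-fitted and categorized by curve class.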
KB-3-1 cytotox – qHTS assay for MDR1-selective chemotherapeutics: Primary screen using the parental adenocarcinoma cell KB-3-1; KB-3-1 viability, CellTiter-Glo ATP luminescence, 72 h; Potency, µM (series often up to 46.1 µM), for inactives: at the top dose activity change, negative = cytotoxic, actives largely listed as cytotoxic; 400,000 tested, 1.4% active; AID 1347075, 2019; also: % is scaled to controls: 0 for no effect and ±100 for the full control effect; nearly all actives have a fitted effect of over 60% in size
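Using CellTiter-Glo luminescence, growth of non-resistant KB-3-1 adenocarcinoma cells is assessed 72 h after pin-tool compound addition at 37 °C. Normalized responses across the concentration series yield fitted curves.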
HT1080 IDH1KD tx – qHTS for induction of synthetic lethality in tumor cells producing 2HG: qHTS for the HT-1080-IDH1KD cell line; HT-1080 IDH1 knockdown viability, ATP luminescence, 48 h; Potency, µM (series often up to 46.1 µM), inactives show at the highest dose activity, negative = toxicity, hits mostly cytotoxic; 360,000 tested, 2% active; AID 686971, 2013;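 also: 0% = DMSO wells and -100% = cell-free medium wells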
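Viability of IDH1-knockdown HT-1080 fibrosarcoma cells was assessed by CellTiter-Glo after 48 h at 37 °C with titrated compound; concentration-effect curves were classified by fit quality and response size.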
GLP-1R inv ag – qHTS of GLP-1 Receptor Inverse Agonists (Inhibition Mode); Glucagon-like peptide 1 receptor (Homo sapiens), P43220; HEK293 GLP-1R CRE-luciferase, luminescence, 24 h; GLP-1R form is constitutively active; Potency, µM (series often up to 38.3 µM), inactives show at the top dose activity change, negative = inhibition, most hits filed as inhibitors; 410,000 tested, 1.6% active; AID 624417, 2012; also: % is scaled to controls: 0 for no effect and ±100 for the full control effect; nearly all actives have a fitted effect of over 55% in size
Target sequence (P43220 whole entry, looked up): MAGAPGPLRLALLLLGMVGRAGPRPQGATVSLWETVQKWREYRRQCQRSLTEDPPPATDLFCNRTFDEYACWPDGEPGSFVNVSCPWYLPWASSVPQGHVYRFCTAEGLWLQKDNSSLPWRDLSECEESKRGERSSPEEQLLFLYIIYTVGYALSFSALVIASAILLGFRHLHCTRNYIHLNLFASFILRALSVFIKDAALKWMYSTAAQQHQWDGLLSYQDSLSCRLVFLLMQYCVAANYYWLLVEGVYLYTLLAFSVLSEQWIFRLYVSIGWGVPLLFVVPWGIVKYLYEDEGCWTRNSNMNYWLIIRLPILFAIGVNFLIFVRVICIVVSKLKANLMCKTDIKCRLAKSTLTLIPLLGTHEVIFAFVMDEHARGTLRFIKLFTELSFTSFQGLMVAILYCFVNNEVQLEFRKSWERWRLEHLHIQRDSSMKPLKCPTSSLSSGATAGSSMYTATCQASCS
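Assay principle: reduced luminescence from a cAMP-responsive reporter in HEK293 cells co-expressing a constitutively active GLP-1R. Conditions: 24 hr compound incubation, 37 deg C, 5% CO2.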
SW480 rerep – A quantitative high throughput screen for small molecules that induce DNA re-replication in SW480 colon adenocarcinoma cells; SW480 DNA re-replication, Hoechst DNA content imaging, 48 h; AID 624297, 2012; 340,000 tested, 1.8% active; Potency, µM (series often up to 46.1 µM), for the others: at the highest dose re-replication activation, hits mostly activators; also: % of control where 0% means no effect; nearly all actives have a fitted effect of over 55% in size
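DNA re-replication was detected as more nuclei of elevated Hoechst intensity after 48 hr exposure to compound (23 nL pinned per well of 250 cells).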
KB-V1 cytotox – qHTS assay for MDR1-selective chemotherapeutics: Primary screen using the drug-selected MDR subline cells KB-V1; KB-V1 MDR cells viability, CellTiter-Glo, 72 h; Potency, µM (top dose mostly 46.1 µM), without a hit: at the highest dose activity change, negative = cytotoxicity, most hits filed as cytotoxic; 400,000 tested, 3.4% active; AID 1347076, 2019; also: % is scaled to controls: 0 for no effect and ±100 for the full control effect; nearly all actives have a fitted effect of over 60% in size
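Cytotoxicity via CellTiter-Glo luminescence after 72 h compound exposure at 37 degrees C. Cells: drug-selected KB-V1 line, DMEM phenol-red free plus 10% FBS. Compounds tested at multiple concentrations; normalized data fitted to concentration-effect curves.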
GLP-1R agonist – qHTS of GLP-1 Receptor Agonists; Glucagon-like peptide 1 receptor (Homo sapiens), P43220; HEK293 GLP-1R CRE-luciferase, luminescence, 4-6 h; cells express a hypersensitive GLP-1R form; Potency, µM (highest dose often 45.6 µM), without a hit: at the top dose activation, most hits filed as activators; 380,000 tested, 0.007% active; also: % of control where 0% means no effect
HEK293 tox – qHTS of GLP-1 Receptor Inverse Agonists: Cytotox Screen; HEK293 cAMP-luciferase reporter cells, luminescence, 24 h; Potency, µM (titrated, usually from 38.3 µM), for the others: at the top dose activity change, negative = inhibition, most hits filed as inhibitors; 410,000 tested, 0.13% active;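 also: loss of luciferase light is scored as toxicity; % is scaled to controls: 0 for no effect and ±100 for the full control effect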
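Step one: seed cells (200 cells/uL, DMEM with 10% Nu serum, 1% pen-strep). Step two: 12-hour incubation at 37 deg C. Step three: pin 23 nL compound, incubate 24 hr. Step four: add luciferase reagent, read luminescence 12 min later.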
An asterisk follows results filed as active; i = inactive; ? = inconclusive; · = no result given; [ ] = another dose, or the depositor's remark. Calls follow the shape of the dose curve; as a rule, active = well fitted curve in the direction sought with a large enough effect; inconclusive = small, poorly fitted or top-dose-only effect, or another doubt; inactive = no such curve, though single readings can be large; an effect the other way counts as inactive or inconclusive. Potency is read from the fitted curve at half-maximal effect.

Order of results – TDP43 rescue	HT1080NT lethal	KB-3-1 cytotox	HT1080 IDH1KD tx	GLP-1R inv ag	SW480 rerep	KB-V1 cytotox	GLP-1R agonist	HEK293 tox
1. Cc1cc(C(=O)CSc2nc(N)cc(=O)[nH]2)c(C)n1CC1CCCO1 (configuration not stated)
  -8%	3%	?	-8%	9%	-20%	?	12%	0%
2. CC(NC(=O)c1cccc(C(F)(F)F)c1)C1CCCO1 (configuration not stated)
  -6%	8%	1%	3%	7%	-4%	?	0%	-5%
3. CN(c1c[nH]c(=O)[nH]c1=O)C1CCCCC1
  -24%	-6%	0%	30%	-4%	0%	5%	1%	0%
4. COc1ccc(-c2nn(-c3ccccc3)cc2/C=N/NC(=O)c2cccc(S(=O)(=O)Nc3ccccc3OC)c2)cc1
  -15%	-6%	-4%	-4%	0%	8%	-19%	-2%	-22%
5. C[C@H](CO)N1C[C@H](C)[C@@H](CN(C)S(=O)(=O)c2ccccc2)Oc2c(NC(=O)Cc3ccccc3)cccc2C1=O
  5%	-2%	1%	-1%	9%	1%	?	-2%	-9%
6. O=S(=O)(Cc1cc(Sc2ccc(Cl)cc2)nc(-c2ccccc2)n1)c1ccccc1
  -11%	-2%	-3%	-2%	1%	-3%	-7%	4%	67%[activator]
7. CC(C)c1c(O)nc(SCc2ccc(F)cc2)[nH]c1=O
  -22%	-8%	-13%	-1%	3%	-2%	20%	-2%	-1%
8. O=C(CN1CCCC1)Nc1ccccc1Sc1ccccc1
  13%	-1%	-16%	-4%	?	3%	?	19%	6%
9. COc1ccc(C2NC(=O)N(C)C(C)=C2[N+](=O)[O-])cc1 (configuration not stated)
  -8%	1%	0%	0%	15%	4%	-9%	-1%	-19%
10. O=C(c1cc(-c2ccc(Cl)cc2)n[nH]1)N1CCN(S(=O)(=O)c2ccc(Br)s2)CC1
  22%	·	-13%	·	-1%	·	?	·	-5%
11. Cc1cc(-c2nnc(-c3cc4ccccc4oc3=O)o2)c(C)n1-c1ccccc1
  -11%	4%	?	8%	-8%	?	?	-10%	53%[activator]
12. Cn1c(COc2ccc3ccccc3c2)nnc1SCC(N)=O
  7%	4%	4%	-1%	-1%	-19%	3%	-7%	0%
13. O=[N+]([O-])c1ccc(-c2csc(NN=C3CCCC3)n2)cc1
  0%[0.397 µM]	?	?	-21%	?	-2%	-6%	18%	-19%
14. Cc1ccc(C(=O)Nc2ccc3c(c2)OCO3)cc1NC(=O)c1ccco1
  5%	-21%	10%	-3%	16%	i[1.84 µM]	-11%	-4%	-12%
15. CC(=O)N(C1=C(N)C(=O)c2ccccc2C1=O)C(C)C
  -12%[9.22 µM]	-12%	-13%	-8%	15%	?	1%	8%	-16%

Some of the entries above, reformatted:
4: COc1ccc(-c2nn(-c3ccccc3)cc2/C=N/NC(=O)c2cccc(S(=O)(=O)Nc3ccccc3OC)c2)cc1
11: Cc1cc(-c2nnc(-c3cc4ccccc4oc3=O)o2)c(C)n1-c1ccccc1
assay / compound | 4 | 11
TDP43 rescue | -15% | -11%
HT1080NT lethal | -6% | 4%
KB-3-1 cytotox | -4% | ?
HT1080 IDH1KD tx | -4% | 8%
GLP-1R inv ag | 0% | -8%
SW480 rerep | 8% | ?
KB-V1 cytotox | -19% | ?
GLP-1R agonist | -2% | -10%
HEK293 tox | -22% | 53%[activator]

Other results
Order of results – TDP43 rescue	HT1080NT lethal	KB-3-1 cytotox	HT1080 IDH1KD tx	GLP-1R inv ag	SW480 rerep	KB-V1 cytotox	GLP-1R agonist	HEK293 tox
16. CCc1ccc(/C=C2\SC(=S)N(CCC(=O)Nc3cc(C)on3)C2=O)cc1
  -8%	3%	-4%	17%	23%	-24%	-4%	1%	10%
17. O=C(Nc1ccccc1)Nc1ccc(Oc2ncnc3cc(Cl)ccc23)nc1
  -10%	15%	15%	5%	3%	-3%	-19%	10%	-2%
18. CCN(CC)S(=O)(=O)c1ccc(NC(=O)C2CCCN(C(=O)c3ccc(Cl)cc3)C2)cc1 (configuration not stated)
  22%	-5%	2%	-3%	?	11%	?	-3%	-3%[1.53 µM]
19. CC1(C)NC(=O)N(CC(O)COc2ccccc2[N+](=O)[O-])C1=O (configuration not stated)
  -7%	14%	0%	16%	6%	1%	2%	10%	-19%
20. Cc1nc(NCc2ccccc2)c(C(N)=O)c2c1COC(C)(C)C2
  3%	5%	-5%	7%[9.24 µM]	-13%	-5%	?	-9%	-4%
21. O=C(N/N=C/c1cccnc1)c1cccc(Br)c1
  -7%	17%	-1%	18%	6%	-9%	?	-1%	-9%
22. CN(C)S(=O)(=O)c1ccc2oc(SCC(N)=O)nc2c1
  -13%	-7%	?	2%	2%	9%	0%	-10%	-3%
23. COCCN(C(=O)Nc1ccccc1OC)c1nc2ccccc2s1
  8%	4%	2%	-13%	-20%	2%	-27%	30%	4%
24. COc1cccc(CNC(=O)c2cccc(-n3c(C)nc4cccnc43)c2)c1OC
  8%	·	-27%	·	8%	·	-7%	·	-10%
25. C=C(C)COc1ccc(-c2ncnc(C(F)(F)F)c2-c2ccc(OC)cc2)c(O)c1
  -5%	-18%	?	-16%	7.9µM*	?	?	18%	2%
26. Cc1ccc(S(=O)(=O)N2CCN(C(=O)c3cc(-c4cccs4)nn3-c3ccccc3)CC2)cc1
  -3%	-1%	-7%	0%	-6%	3%	4.6µM*	25%	-17%
27. Cc1cccc2c1-c1sc(C(=O)N(C)c3cccc(Cl)c3)cc1CO2
  17%	·	-8%	·	?	·	-5%	·	-2%
28. CCC(C)CNC(=O)c1[nH]c(C(F)(F)F)nc1-c1ccccc1 (configuration not stated)
  9%	-2%	0%	0%	6%	·	?	-2%	-2%
29. CCOc1ccc(CCNC(=O)COC(=O)COc2ccc(C#N)cc2)cc1OCC
  6%	-3%	0%	-4%	36%[activator]	1%	-16%	9%	11%
30. CCCn1c(SCc2nc(-c3ccccc3C)no2)nnc1-c1ccc(Cl)cc1
  ?	·	-14%	·	?	·	-24%	·	-1%
31. CC(=O)Oc1ccc(/C(C)=N/N2CCN(Cc3ccc(C)cc3)CC2)cc1
  -20%	-1%	-20%	4%	-27%	1%	0%	0%	5%
32. CCCCC(c1nnnn1CCOC)N1CCN(C)CC1 (configuration not stated)
  -2%	0%	13%	-3%	14%	16%	10%	1%	5%
33. CC(C(=O)Nc1ccc2c(c1)OCO2)N(C)CC(=O)Nc1ccc(Cl)cc1 (configuration not stated)
  17%	-1%	-3%	-4%	?	-5%	23µM*	8%	-15%
34. O=C(NCc1ccco1)C1CCN(C(=O)c2ccc(Cl)cc2)CC1
  6%	-10%	4%	-5%	-7%	-3%	10%	-3%	1%
35. Cc1ccnc(SCC(=O)N2CCN(c3cccc(Cl)c3)CC2)n1
  ?	-2%	0%	1%	0%	-3%	-23%	-2%	6%
36. CCN(CC)C(=O)C1CCN(CC2CC=CCC2)CC1 (configuration not stated)
  -4%	1%	-1%	-2%	3%	19%	28%	-2%	8%
37. O=C(Nc1ccc2c(c1)OCCO2)N1CCN(c2ccccc2)CC1
  ?	0%	-1%	-3%	0%	-25%	-25%	8%	0%
38. COc1cccc(C(=O)CSc2nnc(-c3ccco3)n2CC2CCCO2)c1 (configuration not stated)
  12%	2%	2%	4%	-1%	1%	9%	0%	-8%
39. Nc1nc(-c2cc3ccccc3o2)cs1
  16%	6%	3%	-2%	22%	-119%[inhibitor]	11%	3%	-2%
40. COc1ccc(/C=N\N=C2/SC(CC(=O)O)C(=O)N2c2ccc(O)cc2)cc1OC (configuration not stated)
  11%	18%	-1%	?	1%	-2%	-3%	0%	-1%
41. CN(C)c1ccc(-c2nc3cnccn3c2Nc2ccc3c(c2)OCCO3)cc1
  14%	15%	11%	2%	63%[activator]	-18%	-13%	26%	12%
42. Cc1ccc(C(=O)C2(C)C3c4cc(Br)ccc4OC(=O)C32C(=O)c2ccco2)cc1 (configuration not stated)
  14%	22%	0%	18%	-17%	1%	-29%	-25%	-7%
43. CCn1c(SCC(=O)c2ccc(OC)cc2)nnc1C(C)NC(=O)c1ccc(OC)cc1 (configuration not stated)
  -5%	-4%	1%	-1%	-20%	-1%	3%	11%	1%
44. CCC(C)NC(=O)CN(c1cc(C)cc(C)c1)S(=O)(=O)c1c(C)[nH]c(=O)[nH]c1=O (configuration not stated)
  12%	1%	12%	-9%	1%	3%	16%	-3%	0%
45. Cc1ccc(NS(=O)(=O)c2ccc(NC(=O)N3CCCC3)cc2)cc1C
  1%	·	-18%	·	2%	·	15%	·	-3%
46. CCc1nc(=O)c(-c2ccccc2)c(C)n1-c1ccccc1
  -16%	?	0%	18%	-23%	-6%	?	8%	-23%
47. Cc1ccc(OCCC(=O)N(Cc2ccccc2)c2c(N)n(Cc3ccccc3)c(=O)[nH]c2=O)cc1
  10%	-13%	-14%	-11%	-23%	?	?	-17%	-4%
48. CCOC(=O)N1CCC(NC(=O)C2CCCN(S(=O)(=O)c3ccc4c(c3)oc(=O)n4C)C2)CC1 (configuration not stated)
  -1%	4%	3%	-1%	5%	-8%	8%	-2%	-14%
49. Cc1cc(NC(=O)NCc2ccccc2)c(=O)n(Cc2ccc(F)cc2)c1
  7%	7%	-19%	-9%	-11%	-1%	-10%	16%	-30%
50. Cc1ccc[n+](-c2nc([O-])sc2/C=N/Nc2ccc([N+](=O)[O-])cc2)c1
  -9%[1.82 µM]	-1%	7%	0%	6%	-2%	26%	3%	-8%
51. O=C(CSc1ccc2nnc(-c3ccccn3)n2n1)Nc1ccccc1
  -20%	-12%	-20%	2%	14%	?	-22%	-12%	14%
